Mdm2 MdmX PPI – disrupts the human Mdm2-MdmX interaction. O15151+Q00987. AID 485346. SaOS-2 split-luciferase Mdm2/MdmX complementation, luminescence. inhibition, % at 8 µM. actives 3% (n = 330,000);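 active means inhibition of at least 50% at 8 µM in the primary screen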
APJ antag – APJ receptor antagonism; CHO-K1 APJ beta-arrestin complementation, luminescence; inhibition, % at 20 µM; actives 0.32% (n = 330,000); AID 2521;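 active means inhibition above about 40% at 20 µM, limit read from the data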;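 further: cells challenged with 10 nM apelin-13 agonist together with compound; plate controls were apelin-13 plus DMSO wells for no effect and DMSO wells lacking apelin-13 for full effect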
Target sequence (P35414 whole entry, looked up): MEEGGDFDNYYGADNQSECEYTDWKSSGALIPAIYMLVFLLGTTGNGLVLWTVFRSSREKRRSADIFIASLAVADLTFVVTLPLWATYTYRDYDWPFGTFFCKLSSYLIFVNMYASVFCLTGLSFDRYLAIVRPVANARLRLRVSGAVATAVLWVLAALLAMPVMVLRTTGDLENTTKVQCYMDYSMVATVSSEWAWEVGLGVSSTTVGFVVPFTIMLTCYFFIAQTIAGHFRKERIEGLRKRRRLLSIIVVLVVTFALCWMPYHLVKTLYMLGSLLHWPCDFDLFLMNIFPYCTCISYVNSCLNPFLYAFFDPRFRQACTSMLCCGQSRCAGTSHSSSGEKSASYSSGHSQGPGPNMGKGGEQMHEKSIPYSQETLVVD
CHOP UPR activ – apoptotic UPR (CHOP) activation | CHO-CHOP luciferase reporter, luminescence; percent of tunicamycin response over DMSO baseline | activation, % at 10 µM | actives 0.34% (n = 330,000) | AID 449763;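 active means at 10 µM dose, activation of 40% or more, normalized to positive control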;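 further: 100% = tunicamycin at 10 µg/mL and 0% = DMSO alone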
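assay system = CHO CHOP reporter cells | amount = 500 CHO-CHOP cells per well | buffer or medium = F12 with 10% FBS | incubation = 16-18 h cell attachment, then 6 h compound exposure, 37 °C | detection = luminescence read with Steady-Glo | read-out = percent activation relative to tunicamycin control | controls = tunicamycin high control, DMSO low control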
CXCR6 inh – CXCR6 (human) receptor inhibition; inhibition, % at 20 µM; CHO-K1 PathHunter CXCR6 beta-arrestin, luminescence; actives 0.36% (n = 360,000); O00574; in the data active means inhibition above about 34%, passing the limit was not always enough;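 further: antagonist mode with CXCL16 agonist at 10 nM final; 0% = 10 nM CXCL16 with DMSO and 100% = unstimulated wells without agonist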
Target sequence (O00574 whole entry, looked up): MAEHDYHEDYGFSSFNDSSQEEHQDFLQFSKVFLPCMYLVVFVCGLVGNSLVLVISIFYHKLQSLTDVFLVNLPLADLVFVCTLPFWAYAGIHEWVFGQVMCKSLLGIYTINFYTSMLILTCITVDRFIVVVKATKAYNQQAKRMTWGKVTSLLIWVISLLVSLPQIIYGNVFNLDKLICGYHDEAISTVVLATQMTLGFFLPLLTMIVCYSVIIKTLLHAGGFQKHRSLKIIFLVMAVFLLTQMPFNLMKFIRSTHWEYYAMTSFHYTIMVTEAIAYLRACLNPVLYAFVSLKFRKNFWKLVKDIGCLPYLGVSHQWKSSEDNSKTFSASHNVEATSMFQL
tim10-1 inh – inhibits growth of tim10-1 mutant yeast; inhibition, % at 20 µM; S. cerevisiae tim10-1 ts strain growth, BacTiter-Glo, 24 h; actives 2.2% (n = 330,000); AID 463190;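 active means inhibition of at least 40%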;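 further: mutant grown at 25 °C; 0% = DMSO wells with yeast and 100% = wells holding no yeast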
APJ ag – APJ receptor agonism. CHO-K1 APJ PathHunter beta-arrestin, luminescence; 0% DMSO wells, 100% apelin. activation, % at 20 µM. actives 0.11% (n = 330,000). AID 2520;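 active means activation more than six SD over the plate average, tested at 20 µM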;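 further: 0% = DMSO alone and 100% = apelin-13 at 10 nM; some results filed as inactive read as strong as hits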
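Assay system: CHO-K1 APJ beta-arrestin complementation cell line / Compound: single test compound dose, 20 µM final, 1% DMSO / Times: overnight seeding, 90 min compound at 25 °C, 1 h detection / Technique: beta-gal luminescence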
TIM10 inh – inhibits growth of TIM10 yeast strain; S. cerevisiae TIM10 strain growth, BacTiter-Glo luminescence, 24 h; actives 1.4% (n = 330,000); inhibition, % at 10 µM;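 active means inhibition of 40% or more at the single tested concentration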;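 further: wild-type TIM10 isogenic control strain grown at permissive 25 °C; 0% = DMSO yeast wells and 100% = minimal medium wells without yeast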
XBP1 UPR activ – adaptive UPR (XBP1) activation; AID 463104; CHO-XBP1 luciferase reporter, IRE1-XBP1 UPR activation, luminescence; percent of tunicamycin response, DMSO as zero; activation, % at 20 µM; actives 0.33% (n = 330,000);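 active means versus positive control, 20 µM dose yields 30% or more activation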;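 further: 100% = tunicamycin at 10 µg/mL and 0% = DMSO only wells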
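Material: CHO cell line with stable XBP1 luciferase reporter; schedule: 16-18 h cell attachment at 37 °C, then 6 h compound exposure; signal: glow luminescence from Steady-Glo reagent; medium: serum-containing F12 medium, 10% FBS; benchmarks: tunicamycin 10 µg/mL and vehicle-only wells; read-out: percent activation relative to tunicamycin reference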
tim23-1 inh – growth inhibitors of tim23-1 mutant yeast; S. cerevisiae tim23-1 growth, BacTiter-Glo luminescence, 24 h; inhibition, % at 20 µM; actives 1.3% (n = 330,000);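 active means growth inhibition of the mutant yeast at or above 50%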;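 further: temperature-sensitive mutant grown at 25 °C; plate controls were DMSO-treated mutant yeast for no effect and medium wells lacking yeast for full effect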
* = called active by the depositor; · = no result given.

SMILES	Mdm2 MdmX PPI	APJ antag	CHOP UPR activ	CXCR6 inh	tim10-1 inh	APJ ag	TIM10 inh	XBP1 UPR activ	tim23-1 inh
Cc1ccc(/C=C/C(=O)Nc2ccc(S(N)(=O)=O)cc2)o1	18	12	2.6	9	8	-2	12	2	16
CC(=O)Nc1ccc(NC(=O)C(C)OC(=O)c2ccccc2Sc2ccccc2C#N)cc1 (stereo not given)	-13	1	1.7	8	3	-1	12	-3	-4
Cc1cccc2cc(CN(CC3CCCO3)C(c3nnnn3Cc3ccco3)C(C)C)c(=O)[nH]c12 (stereo not given)	35	11	0.9	2	33	-2	11	-5	34
CCN1C(=O)C(C)S/C1=N\S(=O)(=O)c1ccc(Cl)s1 (stereo not given)	24	-2	-1.5	0	14	-4	-12	-4	20
O=C(CN1C(=O)c2ccc([N+](=O)[O-])cc2C1=O)Nc1nnc(C2CC2)s1	9	3	-0.5	2	-6	2	-10	-4	-17
Fc1ccccc1-c1csc(=Nc2cccnc2)n1CCCn1ccnc1	39	-6	-2.5	-3	18	-1	-2	-3	19
Cc1ccc(Nc2cc(C)nc3ccccc23)c(C)c1	24	25	0.5	-10	-6	-1	-15	-1	-6
O=C(O)CC1NC(=O)N(c2ccccc2)C1=O (stereo not given)	-23	20	0.5	·	9	3	0	-2	-11
O=C(Nc1cccc2nsnc12)c1cccnc1Cl	6	-5	1.5	-20	1	2	-1	-1	10
Cc1c(C(=O)N2CCCCC2)nn(-c2ccc(Cl)cc2)c(=O)c1C#N	-2	-19	-1.5	-7	13	0	7	-3	30
O=C(NCCc1c[nH]c2ccccc12)c1cc2ccccc2oc1=O	-51	2	5.6	12	17	-3	23	1	19
CCCOC(=O)c1ccc(NC(=O)c2ccccc2OC)cc1	-14	7	3.1	3	34	-3	24	1	25
COc1cccc(CNC(=S)Nc2ccc(Cl)cc2C)c1	3	9	1.1	-8	6	-4	9	-6	40
CC(C)[C@H](NC(=O)N1CC(=O)Nc2ccccc21)C(=O)Nc1nccs1	11	-16	2.8	6	-5	1	1	-2	-8
COc1cccc(N(CC(=O)N2CCN(C)CC2)S(=O)(=O)c2ccccc2)c1	-9	2	-0.1	6	4	0	-10	-3	-11
O=C1Nc2ccccc2C1C(C[N+](=O)[O-])c1ccccc1 (stereo not given)	25	-12	0.1	-3	8	-3	-19	-2	2
CC(C)CCNC(=O)C(c1ccc(O)cc1)N(Cc1cccs1)C(=O)C1COc2ccccc2O1 (stereo not given)	32	-6	1.2	5	22	1	27	-1	17
CCO[C@@H]1OC(C(=O)N2CCN(C)CC2)=C[C@H](c2coc3ccccc3c2=O)[C@H]1CCCO	14	-62	0.6	-6	-22	2	-6	-1	12
Cc1ccc(C(=O)N2CCCC2)c(F)c1F	48	9	-0.1	6	3	-3	0	0	1
COc1cccc(NC(=O)CN(C)C(=O)c2ccc(S(=O)(=O)Nc3ccccc3C)cc2)c1	18	4	-2.9	-4	-7	-3	6	-2	1
Cc1cc2cccc(C)c2nc1SCC(=O)NC1CCCCC1	8	10	0.3	6	6	-1	-5	-4	12
O=C(CN1CCN(C(c2ccccc2)c2ccccc2)CC1)N1N=CCC1c1ccccc1 (stereo not given)	13	4	-0.3	-2	15	-6	21	-1	16
O=C(C[n+]1ccc(C(=O)N/N=C/c2ccc(O)cc2)cc1)c1ccccc1	2	-20	-1.5	2	20	0	10	-2	6
Cc1cccc(C)c1OCC(C)N (stereo not given)	-12	-15	0.8	-14	-12	5	2	-3	-20
COc1ccc(S(=O)(=O)NC2CC(=O)N(c3ccc4c(c3)OCCO4)C2)cc1 (stereo not given)	19	-2	1.0	-4	4	-5	-10	3	12
CS(=O)(=O)C1=NN2C(=N)/C(=C\c3ccc(OC(=O)c4ccco4)cc3)C(=O)N=C2S1	14	6	0.9	9	18	-5	-4	-3	15
COCCCn1c(SCC(=O)N2CCOCC2)nc2ccccc2c1=O	-12	-4	0.9	6	12	-4	13	4	8
CN(CCCCOc1ccc(F)cc1)Cc1ccccc1	7	1	0.9	3	15	-1	-1	-5	-2
Cn1c(C(=O)O)cc2c(=O)n3ccccc3nc21	6	-11	-0.2	5	-9	-1	-14	0	13
Cc1occc1C(=O)N1N=C(C2CC2)CC1(O)C(F)(F)F (stereo not given)	1	14	0.5	6	-4	-2	7	6	-1

Looked up by compound from the list above (6):
SMILES	Mdm2 MdmX PPI	APJ antag	CHOP UPR activ	CXCR6 inh	tim10-1 inh	APJ ag	TIM10 inh	XBP1 UPR activ	tim23-1 inh
COCCCn1c(SCC(=O)N2CCOCC2)nc2ccccc2c1=O	-12	-4	0.9	6	12	-4	13	4	8
CN(CCCCOc1ccc(F)cc1)Cc1ccccc1	7	1	0.9	3	15	-1	-1	-5	-2
COc1ccc(S(=O)(=O)NC2CC(=O)N(c3ccc4c(c3)OCCO4)C2)cc1 (stereo not given)	19	-2	1.0	-4	4	-5	-10	3	12
CS(=O)(=O)C1=NN2C(=N)/C(=C\c3ccc(OC(=O)c4ccco4)cc3)C(=O)N=C2S1	14	6	0.9	9	18	-5	-4	-3	15
O=C(C[n+]1ccc(C(=O)N/N=C/c2ccc(O)cc2)cc1)c1ccccc1	2	-20	-1.5	2	20	0	10	-2	6
Cn1c(C(=O)O)cc2c(=O)n3ccccc3nc21	6	-11	-0.2	5	-9	-1	-14	0	13

Remaining list, next part:
SMILES	Mdm2 MdmX PPI	APJ antag	CHOP UPR activ	CXCR6 inh	tim10-1 inh	APJ ag	TIM10 inh	XBP1 UPR activ	tim23-1 inh
CC1CCCN(Cc2nc3c(c(=O)n(C)c(=O)n3C)n2CCc2ccccc2)C1 (stereo not given)	14	10	-1.0	1	12	-6	11	-2	8
O=C(O)CCC(=O)N1CCc2cc(S(=O)(=O)NCc3cccs3)ccc21	1	21	-0.1	-8	10	-1	-15	1	4
COCCNS(=O)(=O)c1ccccc1	10	15	1.4	4	-11	0	-7	0	7
COc1cccc(NC(=O)CN(C)C(=O)c2ccccc2OCc2c(C)noc2C)c1	22	-21	-0.6	-2	-15	-8	-14	0	-8
Cc1ccc(-c2nnc(SCC(=O)N3CC(C)CC(C)C3)o2)cc1C (stereo not given)	5	8	1.4	0	33	-4	10	-4	16
COc1cc(-c2nc3cnccn3c2Nc2c(C)cccc2C)ccc1O	21	-10	-0.1	-5	27	6	25	-1	12
CC(C)(C)OC(=O)NCc1ccc(CNC(=O)c2nc[nH]c2C(=O)NCc2ccc(CNC(=O)OC(C)(C)C)cc2)cc1	17	2	6.8	3	21	1	5	-2	12
CC(C)c1ccc(-c2nnn(Cc3nc4ccccc4s3)n2)cc1	13	-1	-1.6	-3	20	-2	15	0	17
COc1ccc(N2CCN(C(=O)[C@H](Cc3c[nH]c4ccccc34)NC(C)=O)CC2)cc1	12	25	-0.9	0	6	-3	-1	-2	-4
CSc1nsc(SCC(=O)Nc2ccccc2F)n1	-31	11	1.1	-5	-5	-2	-11	0	6
O=S(=O)(Nc1nc2ccccc2nc1Cl)c1ccccc1	12	7	-0.5	0	18	-3	18	-3	13
CCN1CCN(CCNC(=O)c2cn(Cc3ccccc3F)nn2)CC1	4	6	-2.0	-12	16	0	-9	-4	-2
O=C1c2ccccc2S(=O)(=O)N1CC1CC(c2ccc(Cl)cc2)=NO1 (stereo not given)	-91	-16	2.3	-1	-2	5	-6	1	19
O=C(CSc1n[nH]c(=O)n1C1CC1)Nc1ccccc1	12	6	-2.0	-4	0	2	11	-2	-6
CSc1ccc(CN(C)CC(=O)NC(=O)NCCC2=CCCCC2)cc1	-11	8	0.5	4	20	-4	11	-2	29
Cc1ccc(CNS(=O)(=O)c2c(C)[nH]c(=O)[nH]c2=O)cc1	12	15	1.6	2	1	-3	-4	-3	1
CC(NC(=O)CN(C)CC(=O)Nc1cccc(F)c1)c1ccccc1 (stereo not given)	10	-8	-1.6	-8	-6	-1	-1	-2	9
O=C(Nc1ccc(S(=O)(=O)N2CCCCC2)cc1)c1ccccc1Cl	17	-4	4.2	-1	37	3	45*	0	26
O=C(CCN1CCN(c2ccc(Cl)cc2)CC1)Nc1ccccc1F	-7	-12	-0.5	-2	16	-1	-8	-2	10
COc1ccc(NC(=O)c2c(Nc3ccccc3)sc(C(=O)c3ccc(F)cc3)c2N)cc1	62*	17	24	21	21	1	-3	4	-18
O=C(Nc1cc(S(=O)(=O)N2CCOCC2)ccc1-n1cncn1)c1ccc(Cl)cc1	-2	18	-2.9	-2	10	-3	-4	-1	14
CN(C)c1ccc(NC2=C(Cl)C(=O)c3ccccc3C2=O)cc1	100*	13	26	27	62*	3	68*	0	44
O=C(NCCO[N+](=O)[O-])c1cccnc1	8	16	-0.3	7	-6	-3	0	-5	2
Cc1cccc(-n2cc[nH]c2=S)c1C	7	-3	-0.1	0	6	-4	-6	0	-3
CCOC(=O)N1CCC(NC(=O)c2ccc(CS(=O)c3cccc(C)c3)o2)CC1 (stereo not given)	20	-3	-1.0	-11	9	4	-8	-3	-3
O=C(N/N=C/c1cccc(C(F)(F)F)c1)c1cc2c(s1)-c1ccccc1CC2	10	10	0.0	-2	13	0	16	-2	14
CC(=O)c1c(O)cc(=O)oc1-c1ccc(C)cc1	-3	16	3.1	0	15	-1	11	-1	1
O=C(Nc1ccccc1)c1ccc(S(=O)(=O)NCC2CCCO2)cc1 (stereo not given)	-25	1	-0.7	0	5	1	-6	-3	9
Cc1sc2nc(SCc3nc4ccccc4[nH]3)n(Cc3ccco3)c(=O)c2c1C	26	-1	0.4	13	52*	1	29	6	46
O=C(c1cccnc1)N1CCN(c2c(Cl)cccc2[N+](=O)[O-])CC1	-5	-18	-2.2	3	23	-2	3	0	27
CCN(CC)C(=O)CSc1nc2c(sc(=S)n2-c2ccccc2)c(=O)n1-c1ccccc1OC	-5	15	1.3	0	13	1	14	-1	16
Cc1cc(NS(=O)(=O)c2ccc(NC(=S)NC(=O)c3ccc(Br)cc3)cc2)no1	23	18	1.2	18	-1	-3	-7	-2	14
COc1ccc(C(=O)CSc2nnc(CNC(=O)c3ccccc3)n2C)cc1	0	-12	0.3	5	6	0	-1	-1	-1
Cn1c(=O)c2c(nc(CN3CCN(c4ccccc4F)CC3)n2CCCc2ccccc2)n(C)c1=O	16	12	1.8	0	20	-6	18	0	14
Cc1ccc(NC2=NC(c3ccc(F)cc3)n3c(nc(C)cc3=O)N2)c(C)c1 (stereo not given)	8	-40	-2.2	7	2	-1	9	1	17
O=C(CSCc1ccc(F)cc1)NCc1ccco1	-7	14	0.7	-5	16	1	-13	0	14
CCNC(=S)NS(=O)(=O)c1ccccc1	-16	3	-0.7	3	8	-7	0	2	6
CCn1c2c(c(=N)c3ccccc31)CCC2	17	-10	-0.6	-6	-15	2	2	0	2
Cc1ccc2cc(CN(Cc3ccco3)C(=S)NCC3CCCO3)c(=O)[nH]c2c1C (stereo not given)	14	-1	1.4	-1	21	2	19	-2	19
CC(C)C(=O)Nc1ccc(NC(=O)c2ccc(COc3ccccc3)cc2)cc1	72*	10	0.7	-2	-18	-2	-2	3	9

Screening results deposited in PubChem by Sanford-Burnham Center for Chemical Genomics.

These rows are one share of the data; the hit share may differ from the screen's.
